GPR55 LPI antagonism: GPR55 antagonists blocking LPI-driven arrestin recruitment, primary screen, imaging, U2OS, beta-arrestin-GFP, LPI agonist (AID 2013); U2OS GPR55 beta-arrestin-GFP translocation imaging, LPI antagonism; higher % means a stronger effect; inhibition, % at 10 µM; hits with a dose series show IC50 in µM; 0.13% of 290,000 active;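 active = spots per cell inhibited over 60%, with over 100 cells counted and total cytoplasm intensity under 500,000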;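 note: U2OS cells stably carrying GPR55 and arrestin-GFP stimulated by 5 µM LPI near EC80; imaged beta-arrestin-GFP aggregate spots per cell after agonist stimulation; plate controls were LPI-stimulated DMSO wells for no effect and DMSO wells without LPI for full effect; some results filed as inactive read as strong as hits; confirmed hits need IC50 under 10 µM and bright autofluorescent wells are also inconclusive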
NOD1 NF-kB reporter: NOD1 signaling inhibitors, primary screen, cell-based, luminescence, uHTS (AID 1578) | NOD1-driven NF-kB luciferase reporter cells, luminescence; higher % means a stronger effect | inhibition, % at 4 µM; hits with a dose series show EC50 in µM | 1% of 290,000 active; in the data active = inhibition mostly above about 36%, no sharp cut-off; inactive = mostly below about 34%;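 note: HEK-293T reporter cells stimulated with the NOD1 agonist gamma-tri-DAP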
KOR beta-arrestin-1: KOR agonists, beta-arrestin recruitment, primary screen, cell-based, luminescence, uHTS (AID 1777); KOR beta-arrestin recruitment, luminescence; higher % means a stronger effect; one-dose activation, % at 10 µM; EC50 in µM for titrated hits; 0.02% of 280,000 active; in the data active = activation above about 50%, passing the limit was not always enough; note: a part of the inactive calls stands beside numbers as strong as those of hits
HEK293 NOD2/NF-kB: NOD2 signaling inhibitors, cell-based, luminescence, uHTS, HEK293 (AID 1566). HEK293 NOD2/NF-kB luciferase reporter, luminescence; higher % means a stronger effect. 0.63% of 290,000 active. inhibition, % at 4 µM, or EC50 in µM where a hit was titrated; note: many of its hits are not listed in these tables
KOR beta-arrestin-2: kappa opioid receptor blockers – cell-based, luminescence, uHTS (AID 1778). KOR beta-arrestin recruitment, luminescence, antagonist mode; higher % means a stronger effect. inhibition, % at 10 µM, or IC50 in µM where a hit was titrated. 0.091% of 290,000 active; note: strong numbers were not always called active
Large T inhibition: TAg ATPase/helicase activity blockers – biochemical (AID 1903) | inhibition, % at 20 µM, or IC50 in µM where a hit was titrated | SV40 large T antigen ATPase/helicase inhibition assay; higher % means a stronger effect | 0.39% of 310,000 active; in the data active = a potency from the dose series; note: strong numbers were not always called active
HIV fusion peptide: cell-free HIV fusion peptide-binding blockers – biochemical, uHTS, fluorescence dequenching, primary screen (AID 1986). inhibition, % at 20 µM; hits with a dose series show IC50 in µM. 0.3% of 290,000 active. cell-free peptide binding, fluorescence dequenching, 30 min; higher % means a stronger effect; in the data active = inhibition mostly above about 52%, no sharp cut-off; inactive = mostly below about 76%; note: some results filed as inactive read as strong as hits
GPR55 beta-arrestin: selective activators of receptor GPR55 – imaging, U2OS cells, beta-arrestin-GFP redistribution, primary screen (AID 1961); U2OS GPR55 beta-arrestin-GFP redistribution imaging; higher % means a stronger effect; one-dose activation, % at 10 µM; EC50 in µM for titrated hits; 0.048% of 290,000 active;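 active = activation above 40% with more than 50 cells counted in the well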;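 note: U2OS osteosarcoma cells stably expressing GPR55 and beta-arrestin-GFP; plate controls were DMSO negative control for no effect and LPI positive control for full effect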
MgcRacGAP inhibition: MgcRacGAP GTPase-activating activity inhibitors, confirmation, biochemical, ADP Hunter fluorescence | 0.6% of 340,000 active | one-dose inhibition, % at 30 µM; IC50 in µM for titrated hits | MgcRacGAP-stimulated Rac1 GTP hydrolysis, ADP Hunter fluorescence; higher % means a stronger effect; GST-tagged Rac1 F28L mutant substrate;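 active = first-screen hits whose inhibition reached a set limit at any dose in the follow-up dose series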;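 note: fluorescence reports GDP produced by GAP-driven GTP hydrolysis; strong numbers were not always called active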
* marks the source's active call; other numbers are inactive results; / = not tested or not shown; [ ] = dose if it differs, or a comment. Cut-off read from the data, not from the text of the source, unless noted: active = inhibition above about 50%; inactive = the rest. The list is partial (hit frequency here may not be typical).

Molecule	GPR55 LPI antagonism	NOD1 NF-kB reporter	KOR beta-arrestin-1	HEK293 NOD2/NF-kB	KOR beta-arrestin-2	Large T inhibition	HIV fusion peptide	GPR55 beta-arrestin	MgcRacGAP inhibition
CSc1nc2c(cnn2-c2ccccc2)c(=O)n1N	37%	-50%	-5.5%	-26%	3%	6%	0.9%	0.0%	4%
Cc1onc(-c2c(Cl)cccc2Cl)c1COC(=O)c1ccc(Cl)cc1	12%	1%	1.4%	-10%	17%	5%	-1.0%	0.6%	2%
CCN1CCN(c2nc(Nc3ccc(OC)cc3)nc(N)c2[N+](=O)[O-])CC1	4%	6%	-0.4%	27%	23%	10%	-0.3%	-0.2%	/
CCN(CC)C(=O)CSc1nc2sc3c(c2c(=O)n1CCOC)CCC3	-10%	-21%	1.0%	8%	-10%[20 µM]	8%	2.1%	-0.2%	7%
CCOC(=O)c1cccc(S(=O)(=O)N(CCO)Cc2cc3cc(OC)ccc3[nH]c2=O)c1	3%	-13%	-0.8%	-7%	-13%	4%	-0.5%	-0.1%	12%
CN1C(=O)/C(=C/C=C2\SCCN2C)N(C)C1=S	3%	-23%	-8.2%	-75%	25%	15%	34%	-0.4%	20µM*
CCOC(=O)COn1c(=O)c(=O)n(OC)c2ccccc21	-7%	-7%	3.9%	3%	-46%	1%	8.8%	0.2%	1%
COc1cccc(C(=O)NCC2(c3ccccc3)CCCC2)c1OC	8%	30%	-2.6%	18%	-41%[20 µM]	11%	-0.3%	0.9%	12%
CCOC(=O)C1CCN(CCC(=O)Nc2ccc(Br)cc2)CC1	6%	-23%	-3.9%	4%	10%[20 µM]	3%	-1.2%	-0.1%	13%
O=C1CC(c2ccco2)CC(O)=C1C=NCCO (configuration not stated)	4%	-4%	-5.2%	-7%	-3%	7%	-1.5%	-0.2%	8%
Cc1ccc(C(=O)N2CCN(c3ncccn3)CC2)cc1	-6%	1%	2.7%	-7%	-36%	1%	-0.2%	0.0%	6%
FC(F)(F)c1ccccc1CN1CCN(C2CCCCCC2)CC1	3%	-17%	-1.6%	14%	/	7%	1.6%	-0.2%	21%
COc1ccc(S(=O)(=O)Nc2ccc(F)cc2)c(C)c1C	6%	/	3.9%	12%	-16%	6%	-3.0%	-0.2%	10%
O=C(Nc1ccc(N2CCCCC2)cc1)C(Cl)c1ccccc1 (configuration not stated)	-8%	-36%	-0.4%	-104%	-178%[20 µM]	17%	-2.9%	-0.1%	11%
O=C(Nc1ccc(F)c(Cl)c1)c1cncs1	1%	3%	-8.2%	15%	-7%	0%	-1.7%	0.0%	6%
N#Cc1cccc(C(=O)Nc2cccc(S(=O)(=O)N3CCCC3)c2)c1	12%	-18%	-4.6%	5%	8%	8%	-0.2%	-0.1%	6%
COc1cccc(N2C(=O)N(c3ccccc3Cl)C3CS(=O)(=O)CC32)c1 (configuration not stated)	1%	-14%	-2.4%	8%	23%	6%	-1.6%	-0.1%	4%
CCOc1ccccc1-c1nc(-c2cccc(Br)c2)no1	-5%	-30%	-0.7%	2%	9%	0%	1.1%	-0.1%	8%
CCC(C)c1ccc(NC(=O)c2cccnc2)cc1 (configuration not stated)	-10%	-50%	1.5%	-79%	9%	3%	0.7%	-0.1%	-1%
C[N+](C)(C)CCN1C(=O)CSC1=O	-2%	-11%	1.9%	-9%	-37%	10%	-0.8%	0.0%	8%
COc1ccc(NC(=O)CC2C(=O)NCCN2C(=O)c2ccccc2)cc1 (configuration not stated)	0%	0%	3.3%	20%	15%	1%	-0.6%	0.2%	7%
Cc1c(CN2CCC(n3nccc3NC(=O)C3CCOC3)CC2)[nH]c2ccccc12 (configuration not stated)	-7%	0%	-1.8%	2%	-1%	4%	-1.7%	-0.1%	9%
Cc1cc(C(=O)N2CCN(Cc3ccc4c(c3)OCO4)CC2)on1	11%	-11%	-2.0%	10%	23%	5%	0.2%	-0.1%	4%
CCN(CC)CCN1C(=O)C(=O)/C(=C(/O)c2ccc(C)cc2)C1c1cccnc1 (configuration not stated)	-3%	-10%	0.4%	-6%	10%	19µM*	1.0%	-0.1%	7%
Cc1c(CCC(=O)N[C@@H](CC(C)C)C(=O)O)c(=O)oc2cc3oc4c(c3cc12)CCCC4	-1%	-4%	-7.0%	17%	-12%	14%	1.4%	-0.1%	1%
CCn1cc(C(=O)NCCC(C)C)c(=O)c2cc(F)c(N3CCN(C)CC3)cc21	5%	-2%	-2.4%	14%	35%	5%	-0.8%	0.3%	6%
Cc1ccc(SCCC(=O)N2CCOCC2)cc1	14%	-23%	-5.3%	-23%	13%	0%	-2.7%	0.7%	3%

Filtered by structure: the compounds so far with a halogen.
Molecule	GPR55 LPI antagonism	NOD1 NF-kB reporter	KOR beta-arrestin-1	HEK293 NOD2/NF-kB	KOR beta-arrestin-2	Large T inhibition	HIV fusion peptide	GPR55 beta-arrestin	MgcRacGAP inhibition
Cc1onc(-c2c(Cl)cccc2Cl)c1COC(=O)c1ccc(Cl)cc1	12%	1%	1.4%	-10%	17%	5%	-1.0%	0.6%	2%
CCOC(=O)C1CCN(CCC(=O)Nc2ccc(Br)cc2)CC1	6%	-23%	-3.9%	4%	10%[20 µM]	3%	-1.2%	-0.1%	13%
FC(F)(F)c1ccccc1CN1CCN(C2CCCCCC2)CC1	3%	-17%	-1.6%	14%	/	7%	1.6%	-0.2%	21%
COc1ccc(S(=O)(=O)Nc2ccc(F)cc2)c(C)c1C	6%	/	3.9%	12%	-16%	6%	-3.0%	-0.2%	10%
O=C(Nc1ccc(N2CCCCC2)cc1)C(Cl)c1ccccc1 (configuration not stated)	-8%	-36%	-0.4%	-104%	-178%[20 µM]	17%	-2.9%	-0.1%	11%
O=C(Nc1ccc(F)c(Cl)c1)c1cncs1	1%	3%	-8.2%	15%	-7%	0%	-1.7%	0.0%	6%
COc1cccc(N2C(=O)N(c3ccccc3Cl)C3CS(=O)(=O)CC32)c1 (configuration not stated)	1%	-14%	-2.4%	8%	23%	6%	-1.6%	-0.1%	4%
CCOc1ccccc1-c1nc(-c2cccc(Br)c2)no1	-5%	-30%	-0.7%	2%	9%	0%	1.1%	-0.1%	8%
CCn1cc(C(=O)NCCC(C)C)c(=O)c2cc(F)c(N3CCN(C)CC3)cc21	5%	-2%	-2.4%	14%	35%	5%	-0.8%	0.3%	6%
